High-throughput results as filed in PubChem BioAssay.
NALP1 yeast inh – NALP1 inflammasome inhibitors in reconstituted yeast, colorimetric, S. cerevisiae, triplicate retest; S. cerevisiae NALP1/ASC/caspase-1 growth, X-gal OD620, 72 h; inhibition, % at 10 µM; hit rate 0.61% among 280,000; AID 2071, 2009; in the data active means inhibition mostly above about 24%, no sharp cut-off; inactive means mostly below about 32%; further: some compounds called inactive have numbers as strong as hits
VIM-2 inhibitor – VIM-2 metallo-beta-lactamase inhibitors, primary screen, biochemical, epi-absorbance readout, Pseudomonas aeruginosa enzyme; inhibition, % at 5.6 µM; AID 1527, 2009; hit rate 0.89% among 290,000; purified VIM-2, nitrocefin hydrolysis, epi-absorbance fluorescence;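 active means inhibition above the mean of all tested compounds plus 3 SD, cutoff set per screening run, cut at about 7.5% in these data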;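 further: red hydrolysis product quenches plate fluorescence so inhibitors raise well fluorescence; 0% = enzyme with DMSO and 100% = DMSO without enzyme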
IDE inh – human IDE inhibitors in live cells, primary screen, fluorescence polarization, HEK cells, FAbetaB substrate. FAbetaB cleavage. inhibition, % at 5.59 µM. hit rate 0.41% among 320,000;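 active means percent inhibition above the average of all tested compounds plus 3 SD, set per screening campaign, cut at about 16% in these data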;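 further: IDE supplied by intact live HEK cells; FP after avidin binding of uncleaved biotin substrate so inhibition keeps polarization high; 0% = DMSO wells and 100% = 60 µM reference IDE inhibitor Ii1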
PHOSPHO1 block – PubChem AID 1565; Phosphoethanolamine/phosphocholine phosphatase (Homo sapiens), Q8TCT1; recombinant PHOSPHO1, absorbance phosphatase assay; inhibition, % at 13.3 µM; hit rate 1.1% among 290,000; in the data active means inhibition above about 60%
GPR7 antagonist – GPR7 receptor antagonists, primary screen, cell-based, fluorescence, single concentration; Neuropeptides B/W receptor type 1 (Homo sapiens), P48145; GPR7-expressing cells, fluorescence antagonist assay; hit rate 1.1% among 290,000; inhibition, % at 4.4 µM; in the data active means inhibition above about 16%, passing the limit was not always enough;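 further: cells stimulated with the agonist NPW; 0% = agonist with vehicle and 100% = vehicle without agonist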
PfM18AAP inh – PfM18AAP inhibitors, malaria aminopeptidase, primary screen, biochemical, QFRET, recombinant enzyme. hit rate 1.2% among 290,000. inhibition, % at 7.35 µM. H-Glu-NHMec fluorogenic cleavage;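 active means inhibition above the campaign mean inhibition over all tested compounds plus 3 SD, cut at about 28% in these data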;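 further: 0% = plate median of test compound wells and 100% = 2 mM ZnCl2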
pCIP destab – p/CIP-EGFP fusion destabilizers, primary screen, fluorescence, F442A cells. Q05BA5. 16 h. decrease of EGFP signal, % at 10 µM. hit rate 0.01% among 290,000. AID 1984, 2009;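 active means EGFP signal decrease of at least 30% at 10 µM or well 3 SD below plate mean, unless failing retest; inactive means the rest, including hits failing retest or dose response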; further: some compounds called inactive have numbers as strong as hits; many of its hits are not listed in these tables
Target sequence (Q05BA5 1-1403): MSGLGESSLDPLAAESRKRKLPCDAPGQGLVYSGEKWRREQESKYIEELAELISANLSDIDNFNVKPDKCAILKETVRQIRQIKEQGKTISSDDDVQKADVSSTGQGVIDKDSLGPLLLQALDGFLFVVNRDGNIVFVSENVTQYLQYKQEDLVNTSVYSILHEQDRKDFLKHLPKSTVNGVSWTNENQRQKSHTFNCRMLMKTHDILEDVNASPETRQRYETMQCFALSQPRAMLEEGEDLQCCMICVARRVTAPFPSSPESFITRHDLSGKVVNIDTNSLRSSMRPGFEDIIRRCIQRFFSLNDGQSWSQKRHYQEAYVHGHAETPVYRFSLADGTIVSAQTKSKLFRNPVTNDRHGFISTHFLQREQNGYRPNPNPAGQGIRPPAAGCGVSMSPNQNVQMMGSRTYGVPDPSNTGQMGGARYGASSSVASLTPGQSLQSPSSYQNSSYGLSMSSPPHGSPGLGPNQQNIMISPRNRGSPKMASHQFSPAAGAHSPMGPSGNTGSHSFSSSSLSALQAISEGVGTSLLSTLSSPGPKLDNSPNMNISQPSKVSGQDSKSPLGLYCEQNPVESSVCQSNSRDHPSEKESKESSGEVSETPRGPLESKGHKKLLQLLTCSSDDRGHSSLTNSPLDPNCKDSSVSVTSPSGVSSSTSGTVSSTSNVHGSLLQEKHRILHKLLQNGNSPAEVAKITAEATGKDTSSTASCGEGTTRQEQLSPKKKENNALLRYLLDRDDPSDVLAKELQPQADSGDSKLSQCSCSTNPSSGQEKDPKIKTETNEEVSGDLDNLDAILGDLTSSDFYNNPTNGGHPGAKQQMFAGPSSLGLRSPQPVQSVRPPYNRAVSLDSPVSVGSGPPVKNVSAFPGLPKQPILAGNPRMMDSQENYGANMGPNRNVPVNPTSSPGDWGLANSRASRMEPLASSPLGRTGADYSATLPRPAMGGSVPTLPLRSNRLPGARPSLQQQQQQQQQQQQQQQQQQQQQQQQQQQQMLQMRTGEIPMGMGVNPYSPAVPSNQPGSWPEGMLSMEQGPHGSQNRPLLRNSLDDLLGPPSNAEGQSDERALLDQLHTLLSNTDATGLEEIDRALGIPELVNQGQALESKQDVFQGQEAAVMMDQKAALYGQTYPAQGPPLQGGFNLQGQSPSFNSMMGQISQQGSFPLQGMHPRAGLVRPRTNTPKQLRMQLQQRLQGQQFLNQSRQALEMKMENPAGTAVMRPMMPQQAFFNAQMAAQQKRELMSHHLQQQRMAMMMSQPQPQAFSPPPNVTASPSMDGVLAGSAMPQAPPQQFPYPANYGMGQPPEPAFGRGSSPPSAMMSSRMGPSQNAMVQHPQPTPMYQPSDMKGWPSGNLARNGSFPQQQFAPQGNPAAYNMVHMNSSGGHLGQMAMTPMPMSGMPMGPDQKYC
IDE act – human IDE activators in live cells, primary screen, fluorescence polarization, HEK cells, FAbeta-B substrate; FAbeta-B cleavage; 0% vehicle, 100% cell-free pure enzyme wells; activation, % at 5.96 µM; hit rate 0.073% among 340,000;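 active means activation above the mean of all tested compounds plus 3 SD, set per screening campaign, cut at about 17% in these data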
IMP-1 inh – IMP-1 metallo-beta-lactamase inhibitors, primary screen, biochemical, epi-absorbance readout, Pseudomonas aeruginosa enzyme; hit rate 0.45% among 290,000; inhibition, % at 5.6 µM; purified IMP-1, nitrocefin hydrolysis, epi-absorbance fluorescence;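 active means inhibition above the mean plus 3 SD of all compounds in the same screening run, cut at about 4.5% in these data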;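 further: 0% = IMP-1 with DMSO and 100% = DMSO wells lacking enzyme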
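system = purified recombinant IMP-1 beta-lactamase | amount = 0.2 nM IMP-1, as dispensed | medium = HEPES buffer pH 7.1 with ZnSO4 and Brij 35 | times = 25 °C, 15 min preincubation, 25 min reaction | detection = plate fluorescence quenching by hydrolysis product, ex 480/em 530 nm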
* hit, by the source's call. This is a random part of the collection (roughly 5.3% active in at least one column).

Results for Cc1ccc(N(CC(N)=O)C2SC(=O)NC2=O)cc1 (configuration not stated) ?
NALP1 yeast inh: 18; VIM-2 inhibitor: -0.8; IDE inh: 0; PHOSPHO1 block: -5; GPR7 antagonist: -12; PfM18AAP inh: 6; pCIP destab: -4; IDE act: 1; IMP-1 inh: -1.2

What do the screens show for `CC(C)CCN(C(=S)Nc1cccc(F)c1)C(C)c1cccs1` (configuration not stated)?
NALP1 yeast inh: 1; VIM-2 inhibitor: -0.3; IDE inh: -2; PHOSPHO1 block: -10; GPR7 antagonist: 5; PfM18AAP inh: -6; pCIP destab: -15; IDE act: -6; IMP-1 inh: 0.1

Results for Cc1ccc(-c2nnc(-c3ccccc3)c(N3CCOCC3)n2)cc1 ?
NALP1 yeast inh: -4; VIM-2 inhibitor: -1.5; IDE inh: 3; PHOSPHO1 block: 24; GPR7 antagonist: -6; PfM18AAP inh: -12; pCIP destab: -16; IDE act: -1; IMP-1 inh: -0.9

What do the screens show for `CN(C)S(=O)(=O)N1CCN(CC(=O)Nc2ccc(F)cc2)CC1`?
NALP1 yeast inh: 18; VIM-2 inhibitor: 0.2; IDE inh: 2; PHOSPHO1 block: 8; GPR7 antagonist: -14; PfM18AAP inh: -1; pCIP destab: -4; IDE act: 2; IMP-1 inh: -3.2

What do the screens show for `COc1ccc(CO/N=C/c2c(C)[nH]c(=O)[nH]c2=O)cc1`?
NALP1 yeast inh: 3; VIM-2 inhibitor: -6.3; IDE inh: 1; PHOSPHO1 block: 34; GPR7 antagonist: 9; PfM18AAP inh: 0; pCIP destab: -8; IDE act: 3; IMP-1 inh: -1.8

Results for COc1cccc(CN(Cc2ccco2)C(c2ccc(F)cc2)c2nnnn2C(C)(C)C)c1 (configuration not stated) ?
NALP1 yeast inh: 34; VIM-2 inhibitor: 1.1; IDE inh: 2; PHOSPHO1 block: 14; GPR7 antagonist: 12; PfM18AAP inh: -2; pCIP destab: -3; IDE act: 4; IMP-1 inh: -0.6

How did O=c1c2ccccc2nc2n1C(CSCc1cccc(C(F)(F)F)c1)CS2 (configuration not stated) do in these assays?
NALP1 yeast inh: 10; VIM-2 inhibitor: -0.2; IDE inh: 9; PHOSPHO1 block: 29; GPR7 antagonist: 1; PfM18AAP inh: -10; pCIP destab: -15; IDE act: -15; IMP-1 inh: -2.8

Results for COc1ccc(-n2c(CN3CCC(C)CC3)nc3ccc([N+](=O)[O-])cc3c2=O)c(OC)c1 ?
NALP1 yeast inh: 10; VIM-2 inhibitor: -3.3; IDE inh: 3; PHOSPHO1 block: 53; GPR7 antagonist: -9; PfM18AAP inh: 4; pCIP destab: -6; IDE act: 2; IMP-1 inh: -1.8

How did CCOC(=O)C(NCCCO)c1ccccc1 (configuration not stated) do in these assays?
NALP1 yeast inh: 11; VIM-2 inhibitor: -0.1; IDE inh: 1; PHOSPHO1 block: 3; GPR7 antagonist: -6; PfM18AAP inh: 7; pCIP destab: -9; IDE act: 3; IMP-1 inh: -2.8

How did COC(=O)c1ccc2c(=O)n(CCN3CCOCC3)c(SCC(=O)Nc3ccccc3Cl)nc2c1 do in these assays?
NALP1 yeast inh: 21; VIM-2 inhibitor: 1.8; IDE inh: -5; PHOSPHO1 block: 38; GPR7 antagonist: -13; PfM18AAP inh: 2; pCIP destab: -17; IDE act: 2; IMP-1 inh: 0.5

Results for COc1ccc(-c2ccc(=O)n(Cc3ccc([N+](=O)[O-])cc3)n2)cc1 ?
NALP1 yeast inh: -15; VIM-2 inhibitor: -5.0; IDE inh: -3; PHOSPHO1 block: -8; GPR7 antagonist: 36*; PfM18AAP inh: 0; pCIP destab: -6; IDE act: 3; IMP-1 inh: -1.9

What do the screens show for `CCOc1ccccc1N(CC(=O)N/N=C/c1cc(Br)ccc1OC)S(C)(=O)=O`?
NALP1 yeast inh: 23; VIM-2 inhibitor: -4.9; IDE inh: 0; PHOSPHO1 block: 7; GPR7 antagonist: -5; PfM18AAP inh: 4; pCIP destab: -3; IDE act: 1; IMP-1 inh: -2.1

How did COc1ccc(NC(=O)N[C@@H](Cc2ccccc2)C(=O)NN)cc1 do in these assays?
VIM-2 inhibitor: -2.4; IDE inh: 10; PHOSPHO1 block: 42; GPR7 antagonist: -9; PfM18AAP inh: 2; pCIP destab: 11; IDE act: 7; IMP-1 inh: -2.6

What do the screens show for `O=C(Cn1nnc(-c2ccc(Cl)cc2)n1)NCC1CCCCC1`?
NALP1 yeast inh: 23; VIM-2 inhibitor: -1.4; IDE inh: 1; PHOSPHO1 block: 9; GPR7 antagonist: -1; PfM18AAP inh: 6; pCIP destab: 9; IDE act: 1; IMP-1 inh: -2.8

What do the screens show for `CCOC(=O)C(CC)n1nc(C)n2c(cc3sccc32)c1=O` (configuration not stated)?
VIM-2 inhibitor: -0.8; IDE inh: -3; PHOSPHO1 block: -18; GPR7 antagonist: -1; PfM18AAP inh: -6; pCIP destab: -1; IDE act: 3; IMP-1 inh: -2.1

How did CC(=O)c1ccc(OCc2ccc(C(=O)c3ccccc3)cc2)cc1 do in these assays?
NALP1 yeast inh: 3; VIM-2 inhibitor: -1.1; IDE inh: 1; PHOSPHO1 block: 21; GPR7 antagonist: 14; PfM18AAP inh: -1; pCIP destab: 4; IDE act: 1; IMP-1 inh: -0.3

Results for CCOC(=O)C1CCCN(Cc2c(F)cccc2Cl)C1 (configuration not stated) ?
NALP1 yeast inh: 8; VIM-2 inhibitor: -1.8; IDE inh: -2; PHOSPHO1 block: 5; GPR7 antagonist: -1; PfM18AAP inh: 0; pCIP destab: 1; IDE act: 10; IMP-1 inh: -1.1

What do the screens show for `COC(=O)CCC(=O)N1CCCC(C(=O)c2cc(F)ccc2F)C1` (configuration not stated)?
NALP1 yeast inh: 2; VIM-2 inhibitor: -4.1; IDE inh: 7; PHOSPHO1 block: 44; GPR7 antagonist: -3; PfM18AAP inh: 0; pCIP destab: 4; IDE act: -3; IMP-1 inh: -2.9

Results for COC1CCN(C(=O)c2ccc(OC3CCN(CCc4ccccc4)CC3)cc2)CC1 ?
NALP1 yeast inh: 7; VIM-2 inhibitor: -3.1; IDE inh: 0; PHOSPHO1 block: 10; GPR7 antagonist: -1; PfM18AAP inh: 6; pCIP destab: -15; IDE act: 6; IMP-1 inh: -4.6

How did CC12CN3CC(C)(CN(C1)C3c1ccc(F)cc1)C2 (configuration not stated) do in these assays?
NALP1 yeast inh: 14; VIM-2 inhibitor: -2.4; IDE inh: 0; PHOSPHO1 block: 36; GPR7 antagonist: -10; PfM18AAP inh: 3; pCIP destab: 11; IDE act: 7; IMP-1 inh: -2.9

How did Cc1ccc(N2C(=O)[C@@H]3Cc4ccccc4CN3C2=O)cc1 do in these assays?
NALP1 yeast inh: 7; VIM-2 inhibitor: -1.8; IDE inh: 4; PHOSPHO1 block: -18; GPR7 antagonist: -10; PfM18AAP inh: -2; pCIP destab: -12; IDE act: -1; IMP-1 inh: 0.8

Results for COc1ccc(-c2nc(N)n(C(C)=O)n2)cc1 ?
NALP1 yeast inh: 4; VIM-2 inhibitor: 0.3; IDE inh: -2; PHOSPHO1 block: -20; GPR7 antagonist: 2; PfM18AAP inh: 0; pCIP destab: -1; IDE act: -6; IMP-1 inh: -2.1

What do the screens show for `Cc1ccc(C)c(-c2ccc(=O)n(Cc3cccc(Br)c3)n2)c1`?
NALP1 yeast inh: 18; VIM-2 inhibitor: -2.9; IDE inh: 5; PHOSPHO1 block: 34; GPR7 antagonist: -1; PfM18AAP inh: -3; pCIP destab: -13; IDE act: 7; IMP-1 inh: -2.3

What do the screens show for `COc1ccc(-n2c(SCC(=O)NCC3CCCO3)nc3c([nH]c4ccccc43)c2=O)cc1` (configuration not stated)?
NALP1 yeast inh: 30; VIM-2 inhibitor: 2.3; IDE inh: 1; PHOSPHO1 block: 28; GPR7 antagonist: -3; PfM18AAP inh: -12; pCIP destab: -19; IDE act: 3; IMP-1 inh: -0.6

Ordered by SMILES length (low to high): 5 of the compounds above
Results for CCOC(=O)C1CCCN(Cc2c(F)cccc2Cl)C1 (configuration not stated) ?
NALP1 yeast inh: 8; VIM-2 inhibitor: -1.8; IDE inh: -2; PHOSPHO1 block: 5; GPR7 antagonist: -1; PfM18AAP inh: 0; pCIP destab: 1; IDE act: 10; IMP-1 inh: -1.1

What do the screens show for `CCOC(=O)C(CC)n1nc(C)n2c(cc3sccc32)c1=O` (configuration not stated)?
VIM-2 inhibitor: -0.8; IDE inh: -3; PHOSPHO1 block: -18; GPR7 antagonist: -1; PfM18AAP inh: -6; pCIP destab: -1; IDE act: 3; IMP-1 inh: -2.1

How did CC(=O)c1ccc(OCc2ccc(C(=O)c3ccccc3)cc2)cc1 do in these assays?
NALP1 yeast inh: 3; VIM-2 inhibitor: -1.1; IDE inh: 1; PHOSPHO1 block: 21; GPR7 antagonist: 14; PfM18AAP inh: -1; pCIP destab: 4; IDE act: 1; IMP-1 inh: -0.3

What do the screens show for `Cc1ccc(C)c(-c2ccc(=O)n(Cc3cccc(Br)c3)n2)c1`?
NALP1 yeast inh: 18; VIM-2 inhibitor: -2.9; IDE inh: 5; PHOSPHO1 block: 34; GPR7 antagonist: -1; PfM18AAP inh: -3; pCIP destab: -13; IDE act: 7; IMP-1 inh: -2.3

How did COc1ccc(NC(=O)N[C@@H](Cc2ccccc2)C(=O)NN)cc1 do in these assays?
VIM-2 inhibitor: -2.4; IDE inh: 10; PHOSPHO1 block: 42; GPR7 antagonist: -9; PfM18AAP inh: 2; pCIP destab: 11; IDE act: 7; IMP-1 inh: -2.6

(next part)
Results for CCOC(=O)C1=NNC2(c3ccc(C)cc3)C(=O)N(c3ccccc3)C(=O)C12 (configuration not stated) ?
NALP1 yeast inh: -1; VIM-2 inhibitor: -4.3; IDE inh: 5; PHOSPHO1 block: -15; GPR7 antagonist: -17; PfM18AAP inh: 4; pCIP destab: -2; IMP-1 inh: -2.6

Results for O=C(COC(=O)c1cccc(S(=O)(=O)N2CCc3ccccc32)c1)NCc1ccco1 ?
NALP1 yeast inh: 3; VIM-2 inhibitor: 1.2; IDE inh: 0; PHOSPHO1 block: 20; GPR7 antagonist: -7; PfM18AAP inh: 1; pCIP destab: 2; IDE act: -1; IMP-1 inh: 0.8

What do the screens show for `Cc1cc(C)c(C(=O)Nn2c(C)nc3ccccc3c2=O)cc1C`?
NALP1 yeast inh: 1; VIM-2 inhibitor: -0.1; IDE inh: 0; PHOSPHO1 block: 42; GPR7 antagonist: -15; PfM18AAP inh: 4; pCIP destab: -5; IDE act: 2; IMP-1 inh: -2.2

What do the screens show for `CCOc1cccc2cc(C(=O)N3CCOCC3)c(=O)oc12`?
NALP1 yeast inh: -7; VIM-2 inhibitor: -0.1; IDE inh: -5; PHOSPHO1 block: 21; GPR7 antagonist: -20; PfM18AAP inh: -2; pCIP destab: 2; IDE act: 0; IMP-1 inh: -2.6
